Assay outcomes (PubChem)
Keap1-Nrf2 PPI: Keap1-Nrf2 (human) interaction inhibition; AID 504523; 340,000 compounds, 0.15% hits; Keap1 Kelch-Nrf2 peptide fluorescence polarization, 1536-well; Q14145; inhibition, % at 9.4 µM; in the data active means inhibition above about 12%;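 further: human Keap1 Kelch domain with fluorescein labeled Nrf2 9mer peptide probe; 0% = neutral control wells and 100% = peptide positive control; higher means more block of Keap1 binding to Nrf2 peptide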
DAGLB inh: blocks human DAGLB lipase activity; inhibition, % at 5.17 µM; Q8NCG7; HEK293T DAGLB membrane lysate, EnzChek fluorogenic substrate; 340,000 compounds, 0.059% hits; AID 504411; in the data active means inhibition above about 34%;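 further: 0% = enzyme with vehicle and 100% = wells lacking enzyme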
RTF Ca sens inh: cardiac RTF calcium desensitization | AID 493244 | 340,000 compounds, 0.12% hits | inhibition, % at 7.15 µM | P19429+P45379 | IANBD-labeled cardiac RTF, Ca2+ fluorescence;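 active means inhibition above the mean inhibition of all tested compounds plus 3 SD, cut at about 17% in these data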;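 further: assay run at fixed EC70 calcium of 1.6 mM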
CAL PDZ FP-1: blocks peptide binding to human CAL PDZ domain. 330,000 compounds, 0.02% hits. AID 504414. Q9HD26. purified CAL PDZ, TMR-peptide fluorescence polarization, 1 h. inhibition, % at 20 µM;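 active means highest replicate inhibition of at least 40%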;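 further: plate controls were DMSO neutral control wells for no effect and unlabeled competitor peptide control wells for full effect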
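System: tagged CAL PDZ domain. Schedule: 1 h room-temperature incubation prior to read. Signal: fluorescence polarization (mP). Measure: percent inhibition from loss of millipolarization.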
PKA-R2B act: PKA-R2B complex activation; activation, % at 11.4 µM; PKA-R2B holoenzyme dissociation, Cy5-IP20 fluorescence polarization; R2B truncated from residue 108, S112A mutant; 0% DMSO only, 100% 113 µM cGMP; AID 504700; 340,000 compounds, 0.079% hits; P22694+P31323;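 active means activation above a cutoff set at the mean over all compounds plus 3 SD, cut at about 18% in these data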;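 further: higher means more holoenzyme dissociation and a rise in polarization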
Target sequence (P31323 whole entry, looked up, other chains not shown, the tested form may be a part): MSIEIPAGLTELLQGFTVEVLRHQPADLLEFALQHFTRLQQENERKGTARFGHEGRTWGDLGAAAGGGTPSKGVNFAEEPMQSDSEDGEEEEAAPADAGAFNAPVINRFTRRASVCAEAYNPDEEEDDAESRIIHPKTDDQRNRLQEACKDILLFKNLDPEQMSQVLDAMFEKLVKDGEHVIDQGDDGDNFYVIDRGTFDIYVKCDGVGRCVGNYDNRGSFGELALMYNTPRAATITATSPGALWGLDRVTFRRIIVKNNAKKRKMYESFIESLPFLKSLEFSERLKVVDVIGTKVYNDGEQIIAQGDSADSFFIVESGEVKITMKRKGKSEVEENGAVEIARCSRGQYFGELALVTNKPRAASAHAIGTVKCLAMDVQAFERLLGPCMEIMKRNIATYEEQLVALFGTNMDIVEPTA
CAL PDZ FP-2: inhibitors of human CAL PDZ peptide binding | Q9HD26 | purified CAL PDZ, TMR-peptide fluorescence polarization, 1 h | inhibition, % at 24.9 µM | 300,000 compounds, 0.92% hits | AID 602252;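 active means mean inhibition of at least 30% with at least half of replicates also reaching 30%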;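 further: 0% = DMSO neutral control and 100% = excess unlabeled competitor peptide PRC23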
Rtt109 Vps75: inhibitors of Candida albicans Rtt109/Vps75 histone acetyltransferase; Q5AAJ8; purified Rtt109/Vps75, ThioGlo CoA-SH fluorescence, 4 h; inhibition, % at 34.9 µM; 330,000 compounds, 0.16% hits;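 active means inhibition of at least 50% in every replicate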
Target sequence (Q5AAJ8 whole entry, looked up): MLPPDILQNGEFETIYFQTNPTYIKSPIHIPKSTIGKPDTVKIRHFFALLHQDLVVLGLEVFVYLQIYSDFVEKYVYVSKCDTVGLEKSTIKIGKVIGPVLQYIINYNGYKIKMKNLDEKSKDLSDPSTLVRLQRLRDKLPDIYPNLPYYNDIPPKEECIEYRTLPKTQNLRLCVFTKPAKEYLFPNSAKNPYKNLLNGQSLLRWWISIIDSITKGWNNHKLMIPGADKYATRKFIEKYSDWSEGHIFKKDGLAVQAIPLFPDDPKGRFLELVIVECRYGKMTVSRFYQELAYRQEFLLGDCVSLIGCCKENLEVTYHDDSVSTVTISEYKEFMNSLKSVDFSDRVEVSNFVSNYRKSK
cardiac RTF act: cardiac RTF calcium sensitization. IANBD-labeled TnC RTF fluorescence at EC20 calcium; 0% EC20 calcium, 100% full calcium. 340,000 compounds, 0.24% hits. activation, % at 7.2 µM;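 active means activation above the mean over all tested compounds plus 3 SD, cut at about 30% in these data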;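 further: rise in fluorescence read as greater calcium sensitivity of cardiac thin filaments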
C-LANA FP: KSHV C-LANA DNA binding inhibition; MBP-C-LANA/FAM-LBS DNA binding, fluorescence polarization; inhibition, % at 9 µM; 340,000 compounds, 0.078% hits;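 active means highest replicate inhibition at or above 60% at 9 µM, even if other replicates fall short; inactive means all replicates below 60% inhibition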;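 further: 0% = neutral control wells and 100% = 4 µM acridine orange control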
SR-BI uptake up: enhances SR-BI lipid uptake from DiI-HDL; CHO ldlA[mSR-BI] cells, DiI-HDL uptake fluorescence, 3 h; 100 = double the neutral-control signal; activation, % at 12.5 µM; 320,000 compounds, 0.096% hits; AID 504775;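 active means mean replicate activation of at least 60% and every replicate at or above 60%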;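 further: 0% = median plate neutral-control signal and 100% = twice that signal; values of inactives mirror those of a sister screen read the other way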
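System: LDL receptor-deficient CHO ldlA cells overexpressing murine SR-BI | Timing: 3 h uptake period with compound, 37 °C | Medium: HEPES-buffered (25 mM, pH 7.4) F12 plus 0.5% BSA | Dosing: Single-point compound dose | Signal: Bottom-read fluorescence, 550/595 nm | Read-out: Retained DiI signal reflecting DiI-HDL uptake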
* marks the source's active call; other numbers are inactive results; / = not tested or not shown.

SMILES	Keap1-Nrf2 PPI	DAGLB inh	RTF Ca sens inh	CAL PDZ FP-1	PKA-R2B act	CAL PDZ FP-2	Rtt109 Vps75	cardiac RTF act	C-LANA FP	SR-BI uptake up
O=C(COC(=O)Cc1cccc(C(F)(F)F)c1)Nc1ccc2[nH]c(=O)[nH]c2c1	0	1	-12	-2.4	9	0	10	3	0.7	26
Cc1c(C(=O)Nc2ccc(C(=O)Nc3ccccc3)cc2)cccc1[N+](=O)[O-]	-3	-3	-1	1.1	5	-3	-1	-2	-1.3	-69
COc1ccc(/C=N/NS(=O)(=O)c2ccc(C)cc2)cc1	-3	-3	3	1.2	-2	11	-3	1	0.0	10
O=C(c1ccccc1-c1ccccc1)N1CCOCC1	3	3	-30	-2.5	-10	-3	-3	-6	2.6	23
CCc1cccc(CC)c1NC(=O)c1ccc(-n2cncn2)nc1	-2	1	-12	-3.2	-7	8	19	1	-0.9	-3
O=C(N[C@@H](Cc1c[nH]c2ccccc12)C(=O)O)OCC1c2ccccc2-c2ccccc21	-2	10	16	0.2	0	2	5	-7	-0.2	3
COc1ccc(N(CC(=O)Nc2cc(OC)ccc2OC)S(=O)(=O)c2c(C)nn(C)c2C)cc1	-5	2	-7	-0.4	-2	2	-4	3	1.4	-30
Cc1ccc(NC(=O)COc2ccc3c(c2)OCO3)c(C)c1	8	-13	-3	1.2	-3	3	-4	-7	1.7	22
COc1cc(OC)cc(C(=O)NCC(=O)OC(C)C(=O)NC(C)C2CC3CCC2C3)c1 (centres undefined)	-1	1	-5	-1.0	1	5	-7	-1	1.8	-9
CC(=O)N(c1ccccc1)c1nc(/C=C/C(=O)O)cs1	-1	-2	-3	1.0	-4	/	-3	-5	1.9	16
O=C(Nc1ccc(O)c(-c2nc3ccccc3o2)c1)C1(c2ccc(Br)cc2)CCCC1	-2	0	8	-2.5	15	-10	-25	-4	-0.7	-37
CCCCCCn1c(=O)c(C(=O)N/N=C/c2cccc(F)c2)c(O)c2ccccc21	-2	-3	16	-3.1	2	-2	9	-7	0.0	-18
COc1ccc(C(NC(=O)CN2CCCCCC2)c2ccc(OC)cc2)cc1	-5	-1	3	-0.8	8	3	4	-3	0.3	/
O=C(Nc1ccc2nc3n(c(=O)c2c1)CCCCC3)c1ccccn1	3	2	0	0.1	6	7	3	4	0.0	-3
CCOc1nc(NCCN2CCOCC2)nc(Nc2ccc(C)cc2)n1	4	3	4	-1.4	0	-4	3	-6	0.3	-12
O=C(NC1CCCCC1)C1CC=CCC1C(=O)OCC(Cl)=C(Cl)Cl (centres undefined)	4	-9	2	-2.1	-2	0	-2	-1	0.2	/
CCC1(c2ccc(F)cc2)NC(=O)N(CC(=O)N2CCN(S(=O)(=O)c3ccc(Cl)cc3)CC2)C1=O (centres undefined)	8	1	2	-2.5	-3	-6	17	-4	0.0	-56
CCn1cc(CN(C)S(=O)(=O)c2cccc([N+](=O)[O-])c2)cn1	1	2	-8	-1.1	-4	1	1	0	-0.6	-5
COCCNC(=O)C(c1ccc(C)o1)N(CCOC)C(=O)Cn1nnc2ccccc21 (centres undefined)	-3	-1	0	-2.2	-2	-1	-10	-1	0.7	3
CN/C(=C/[N+](=O)[O-])NCCSCc1csc(CN(C)C)n1	-6	1	13	-0.9	3	-1	-12	-3	1.5	5
CC(C)n1cnnc1SCC(=O)NNC(=O)COc1ccc(Cl)cc1	-1	3	-10	-2.3	10	-1	0	-1	-3.6	33
O=C(CN1C(=O)CSc2ncccc21)NCCN1CCOCC1	-4	0	-4	-0.8	-3	-2	1	-5	2.1	5
Cc1ccc(S(=O)(=O)N2CCN(C)CC2)c(C)c1	-3	1	-12	0.0	7	6	1	5	1.0	9
CCc1ccc2[nH]c(C(=O)Nc3ccc(C)c(F)c3)cc2c1	-3	-7	1	-0.6	-6	-3	6	2	-1.3	-30
CNC(=S)NNS(=O)(=O)c1ccc(OC)cc1OC	-3	-2	-1	-2.5	-6	-1	-6	11	0.4	11
CCN1C(=O)[C@H]2[C@H]3CN=C(SCc4ccc(Cl)cc4)N3[C@@](CC)(C(=O)OC)[C@H]2C1=O	2	-1	-2	-1.5	-5	-2	0	-5	1.1	12
COC(=O)c1sc(-c2cccs2)cc1N	-3	-3	2	-0.3	9	/	-23	-1	-1.6	6
COc1cc(C(=O)Oc2ccc(C(=S)N3CCOCC3)cc2)cc(OC)c1OC	-7	-1	-4	0.2	1	0	10	-4	-1.9	-49
CC(=O)Nc1nc(-c2ccc([N+](=O)[O-])cc2)cs1	-3	0	-5	-2.8	9	-5	3	0	-0.3	1
Cc1ccc(/C=C/C(=O)OCC(=O)NC(C)C)o1	-6	-1	-5	-1.5	8	-6	3	-2	-0.6	14
CCOc1ccc2[nH]cc(C(=O)NCc3ccc(F)cc3)c(=O)c2c1	-1	-2	4	-0.1	-16	-4	30	-3	-0.8	-28
COc1ccccc1NC(=O)CN(Cc1ccco1)C(=O)c1ccc(N2CCCC2=O)cc1	-6	-3	5	-0.6	-8	-3	0	1	-0.3	-8
Cc1nn(C)c(C)c1NC(=O)CSc1nc(-c2ccccc2Cl)nc2c1cnn2-c1ccccc1	-3	1	-9	-2.5	0	-5	-4	1	-1.5	-18
CCOC(=O)C1CCCN(C(=O)c2cc(S(=O)(=O)N3CCCCC3)c[nH]2)C1 (centres undefined)	1	-3	-1	-0.9	3	/	-5	-2	1.2	13
COc1ccccc1OCc1cc(C(=O)N2CCCC(OCc3cccnc3)C2)no1 (centres undefined)	-3	0	-8	0.5	-10	-1	4	3	0.0	-22
CC(=O)c1ccc2c(c1)c1ccccc1n2CC(C)C	0	-5	-3	-3.1	2	-6	3	-3	1.3	-67
COc1ccc(Cl)cc1NC(=S)NCCCN1CCCC1=O	-4	1	-5	-0.1	2	/	-7	11	0.0	-14
COc1ccc(NC(=O)CCNC(C)=O)cc1NS(=O)(=O)c1ccc(F)cc1	-3	0	-2	-0.1	-2	-4	-30	-6	-0.7	6
O=S(=O)(NCc1ccccc1)c1ccc(Cl)cc1	1	0	8	-0.3	-2	-8	-1	-2	0.2	0
CCOc1ccccc1NC(=O)CNC(=O)CNC(=O)Cc1ccccc1	-5	-3	-3	-1.4	3	1	-4	0	4.1	/
COCCNC(=O)/C(C#N)=C/c1c(N2CC(C)OC(C)C2)nc2ccccn2c1=O (centres undefined)	-2	-1	-10	-1.9	0	0	-52	-1	-0.5	22
O=C(Nc1ccccc1Cl)NC1(C(=O)N2CCCCC2)CCCCC1	-5	1	0	-2.3	9	-3	2	1	-1.6	3
CC(C)CN(C(=O)c1cccc(S(=O)(=O)N2CCN(C)CC2)c1)C1CCS(=O)(=O)C1 (centres undefined)	/	1	-2	-0.7	-9	0	/	2	/	32
COc1ccc(Cl)cc1NC(=O)CNc1ccccc1F	-4	-8	-8	0.6	5	-1	1	14	0.9	-17
Cc1nnc(NC(=O)CSc2nnc3ncccn23)s1	-1	-3	0	-0.5	-7	-2	0	-11	0.1	7
CCOCC(=O)Nc1ccc([N+](=O)[O-])cc1OC	-1	-4	-3	-2.0	12	0	7	3	-1.3	-3
NC(=O)c1cc(Cl)ccc1OCC(=O)N1CCCc2ccccc21	0	2	-7	-2.1	-7	-8	7	2	-1.1	-3
Cn1c(SCC(=O)NC2CCCC2)nc2c(c1=O)SCC2	-1	-5	0	-0.8	-3	-1	-9	-5	0.4	5
COc1ccc(S(=O)(=O)N(CCc2ccccc2)CC(=O)O)cc1	-3	6	-8	-0.8	2	-4	-4	-4	0.4	9
Cn1nc(-c2ccccc2)c(-c2nc(-c3ccccc3Cl)no2)c1Cl	-2	-18	-1	-2.6	6	-2	/	0	-0.2	-24
Cc1ccc(S(=O)(=O)Nc2ccccc2/C=N/c2nc3ccccc3n2C(C)C)cc1	-8	5	-7	-2.8	1	0	3	-3	1.8	35
O=C(COC(=O)c1ccc2[nH]c3c(c2c1)CCCC3)Nc1ccc(Cl)cc1Cl	-5	-7	-7	-2.5	1	1	-4	-4	0.1	0
CCOC(=O)C1(Cc2ccc(Cl)cc2)CCN(C(=O)CCc2ccncc2)CC1	-5	0	5	0.1	-7	6	-10	1	6.7	-24
COc1ccc(C2(CNC(=O)c3ccc(OC)c([N+](=O)[O-])c3)CCOCC2)cc1OC	-3	-1	-7	0.5	4	/	2	-2	-0.2	6
CCN(CC)CCCNC(=O)c1cc(-c2ccc3c(c2)OCO3)on1	-3	0	-2	-1.8	5	/	0	9	-0.7	7
CN(C)S(=O)(=O)c1cccc(NC(=O)CSc2nc3ccccc3[nH]2)c1	-3	2	-6	/	0	-6	-8	2	-2.1	-18
O=C(CN1C(=O)NC(Cc2c[nH]c3ccccc23)C1=O)Nc1ccc(Br)cc1F (centres undefined)	1	2	0	0.0	1	2	6	0	-2.4	9
CCN=C1NN=C(c2cc(C)n(CCc3ccccc3)c2C)CS1	-7	6	-20	-0.6	-14	-2	-4	-2	-0.9	-7
CCCCNc1ccc2c(c1)C1CC2CCN1C(=O)OCc1ccccc1 (centres undefined)	-4	-11	4	0.0	-13	-3	-1	-7	1.0	8
COc1ccc(NC(=O)Cn2nnc(-c3ccccc3F)n2)cc1	-1	-8	-2	0.5	-7	-2	3	-1	-3.0	-2

Structures listed so far containing bromine:
SMILES	Keap1-Nrf2 PPI	DAGLB inh	RTF Ca sens inh	CAL PDZ FP-1	PKA-R2B act	CAL PDZ FP-2	Rtt109 Vps75	cardiac RTF act	C-LANA FP	SR-BI uptake up
O=C(Nc1ccc(O)c(-c2nc3ccccc3o2)c1)C1(c2ccc(Br)cc2)CCCC1	-2	0	8	-2.5	15	-10	-25	-4	-0.7	-37
O=C(CN1C(=O)NC(Cc2c[nH]c3ccccc23)C1=O)Nc1ccc(Br)cc1F (centres undefined)	1	2	0	0.0	1	2	6	0	-2.4	9

(listing goes on)
SMILES	Keap1-Nrf2 PPI	DAGLB inh	RTF Ca sens inh	CAL PDZ FP-1	PKA-R2B act	CAL PDZ FP-2	Rtt109 Vps75	cardiac RTF act	C-LANA FP	SR-BI uptake up
COc1ccccc1C(=O)OCCN1CCOCC1	-5	4	-8	-2.0	3	-4	/	6	1.1	21
O=C(C1CCCCC1C(=O)N1CCCCC1)N1CCCCC1 (centres undefined)	-3	-2	-1	0.1	-10	-2	-1	-5	-0.5	3
O=C(CN1C(=O)c2ccccc2C1=O)Nc1cc(C(=O)O)cc(C(=O)O)c1	-7	-2	-7	-0.6	0	0	-17	-1	-0.9	-4
O=C(Nc1nnc(-c2ccco2)o1)c1ccc2ccccc2c1	1	5	-6	-1.6	-1	-2	20	7	-1.4	12

Random draw from the library. About 1.6% of those tested had a hit in this group.
